High-throughput results from PubChem.
GLD-1 RNA inh: GLD-1-TGE RNA interaction inhibition (C. elegans) | purified GLD-1 + fluorescein TGE RNA, fluorescence polarization | inhibition, % at 5.96 µM | actives 0.44% (n = 320,000);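 active = percent inhibition above a per-plate cutoff, the plate mean of test compounds plus 3 SD, cut at about 30% in these data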;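 also: 0% = DMSO wells with GLD-1 and probe and 100% = wells lacking GLD-1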
Target sequence (Q17339 whole entry, looked up): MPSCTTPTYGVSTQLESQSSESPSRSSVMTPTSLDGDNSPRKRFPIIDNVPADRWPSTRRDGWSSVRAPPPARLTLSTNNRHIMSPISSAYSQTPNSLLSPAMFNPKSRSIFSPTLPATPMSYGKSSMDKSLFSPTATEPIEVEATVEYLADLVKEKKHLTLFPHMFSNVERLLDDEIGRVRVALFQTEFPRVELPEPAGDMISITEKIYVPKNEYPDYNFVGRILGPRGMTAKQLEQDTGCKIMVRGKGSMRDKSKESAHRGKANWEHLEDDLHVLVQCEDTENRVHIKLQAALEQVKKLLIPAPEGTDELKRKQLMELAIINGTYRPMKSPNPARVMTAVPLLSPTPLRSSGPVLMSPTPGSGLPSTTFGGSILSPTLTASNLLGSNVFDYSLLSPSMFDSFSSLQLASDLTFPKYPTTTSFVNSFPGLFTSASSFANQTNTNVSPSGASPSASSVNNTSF
CIT2-GFP yeast: yeast TOR pathway CIT2-GFP modulation. S. cerevisiae CIT2-GFP strain, flow cytometry, 3 h; 100 means same as DMSO wells. GFP response vs DMSO, % at 10 µM. actives 0.065% (n = 320,000);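 active = GFP response relative to DMSO above a set limit, near the screen mean plus 3 SD, cut at about 150% in these data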;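 also: ratio of well median GFP fluorescence to mean of DMSO wells on the plate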
Fam108B counter: counter-screen for RBBP9 inhibitors: inhibitors of mouse Fam108B. recombinant Fam108B, FP-Rh probe fluorescence polarization. inhibition, % at 9.51 µM. actives 0.33% (n = 300,000). AID 1947;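 active = inhibition above the screen mean inhibition plus 3 SD, computed separately per campaign, cut at about 18% in these data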;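 also: inhibitors lower polarization as less probe binds the enzyme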
MEX-5 binding: C. elegans MEX-5 TCR-2 RNA binding activity. actives 0.38% (n = 300,000). AID 1832. activity score (negative = inhibition of binding), % at 10 µM. MEX-5/FITC-TCR2 RNA binding, fluorescence polarization; stronger effect = lower value. Q9XUB2;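 active = inhibition past about -25% in most replicates, and total fluorescence under double the plate's negative control median, limit read from the data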;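 also: 0% = DMSO and -100% = 5 µM competing unlabeled TCR2 RNA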
GRK2 inh: inhibitors of human GRK2 displacing RNA aptamer | bead flow cytometry, FAM-aptamer displacement from GRK2 | inhibition of aptamer binding, % at 10 µM | actives 0.59% (n = 330,000) | AID 488847;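 active = inhibition of aptamer binding above 40%, roughly 3 SD of noise, on plates passing a quality check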;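 also: median bead fluorescence of bound FAM aptamer so fluorescent compounds give negative values; no value below 0 was filed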
AGP1-GFP MLPCN: alters AGP1-GFP fluorescence in TOR pathway yeast screen; S. cerevisiae AGP1-GFP multiplex flow cytometry, 3 h; GFP as percent of DMSO wells; actives 0.02% (n = 320,000); GFP response vs DMSO, % at 10 µM;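 active = GFP response relative to DMSO above a set limit, near screen average plus 3 SD, cut at about 150% in these data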;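 also: median GFP channel fluorescence of the gated AGP1 strain per well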
Bcl-xL primary: inhibitors of human Bcl-xL; GST-Bcl-xL / FITC-Bim BH3 peptide fluorescence polarization; inhibition, % at 10.9 µM; actives 0.7% (n = 320,000);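 active = inhibition above the mean of all tested compounds plus 3 SD, cutoff set per campaign, cut at about 30% in these data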;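 also: 0% = DMSO wells and 100% = unlabeled Bim-BH3 peptide competitor; inhibitors lower millipolarization by displacing the labeled peptide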
Target sequence (Q07817 whole entry, looked up): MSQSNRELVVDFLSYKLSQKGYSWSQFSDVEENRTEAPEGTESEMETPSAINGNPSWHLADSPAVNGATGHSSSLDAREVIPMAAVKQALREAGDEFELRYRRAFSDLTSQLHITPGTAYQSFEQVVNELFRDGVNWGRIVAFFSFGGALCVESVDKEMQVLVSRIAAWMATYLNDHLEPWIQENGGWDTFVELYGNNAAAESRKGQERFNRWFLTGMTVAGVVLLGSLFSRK
VLA-4 inh: inhibition in a human VLA-4 binding assay; VLA-4 expressing cells, ligand binding flow cytometry; inhibition, % (about 7 µM as worked out from the volumes in the protocol); actives 0.2% (n = 330,000); AID 2557; in the data active = inhibition above about 50%
MCL1 BIM primary: MCL1-BIM-BH3 interaction inhibition (human); Q07820; GST-MCL1 / FITC-Bim-BH3 fluorescence polarization; inhibition, % at 10.9 µM; actives 0.68% (n = 320,000); AID 2057;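 active = inhibition above the mean inhibition of all tested compounds plus 3 SD, set per campaign, cut at about 40% in these data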;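 also: 0% = DMSO wells and 100% = unlabeled Bim-BH3 peptide control; higher means more loss of mP so more displacement of Bim peptide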
Target sequence (Q07820 whole entry, looked up): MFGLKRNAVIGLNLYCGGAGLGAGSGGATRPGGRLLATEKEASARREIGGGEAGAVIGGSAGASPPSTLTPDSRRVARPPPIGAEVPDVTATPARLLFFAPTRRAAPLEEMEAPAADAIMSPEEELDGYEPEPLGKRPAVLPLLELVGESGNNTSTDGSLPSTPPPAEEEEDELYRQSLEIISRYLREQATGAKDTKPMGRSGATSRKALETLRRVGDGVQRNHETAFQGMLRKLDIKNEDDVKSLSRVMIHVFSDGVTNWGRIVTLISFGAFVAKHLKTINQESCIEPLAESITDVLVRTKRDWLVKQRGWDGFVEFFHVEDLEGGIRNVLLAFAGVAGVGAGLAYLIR
Numbers without * were called inactive; · = not tested or not shown; + = active, no number.

Below each SMILES – GLD-1 RNA inh	CIT2-GFP yeast	GRK2 inh	MCL1 BIM primary	VLA-4 inh	Fam108B counter	AGP1-GFP MLPCN	MEX-5 binding	Bcl-xL primary
> COc1ccc2nc(N3CCOCC3)cc(C)c2c1
→ 0	106	2	-4	13	4	102	1.3	1
> COc1ccc2oc(=O)c(C(=O)Nc3ccccc3O)cc2c1
→ 4	90	0	2	-17	-5	98	-2.0	11
> COc1cc(N=c2c([N+](=O)[O-])nn(-c3ccc4c(c3)OCCO4)n2O)cc(OC)c1
→ 4	89	1	4	1	6	95	1.2	-1
> O=C(Nc1ncccc1Cl)c1cc2ccccc2o1
→ 0	95	1	1	-13	-3	79	-2.3	1
> O=C(NCc1ccco1)C1CC(c2ccccc2C(F)(F)F)=NO1 (centres undefined)
→ -7	98	1	-8	32	0	101	1.1	-1
> COc1cccc(OCC(O)CNC(C)c2ccccc2)c1 (centres undefined)
→ 2	101	0	2	1	-6	97	0.6	5
> Cc1noc(C)c1CCC(=O)N1CCCC(N2CCN(c3ccc(F)cc3)CC2)C1 (centres undefined)
→ 2	97	2	-3	8	-5	108	0.3	0
> COc1ccc(CNC(=O)C(CCSC)NC(=O)c2ccco2)cc1 (centres undefined)
→ -6	96	0	-1	-14	1	104	-1.2	6
> CC1CCN(c2nc(-c3cccnc3)nc3scc(-c4ccccc4)c23)CC1
→ 2	97	1	-4	2	1	94	-0.8	-2
> O=C(c1ccc2c(=O)n(-c3ccccc3)c(=S)[nH]c2c1)N1CCCCC1
→ -7	94	0	5	0	8	92	1.8	7
> Cc1nn2c(NCCOCCO)c3c(nc2c1-c1ccccc1)CCC3
→ -2	91	0	13	17	3	100	3.6	6
> Cc1ccc(S(=O)(=O)Nn2cnnc2)cc1
→ 6	96	0	-5	-2	4	104	1.2	5
> O=C(NCc1ccc2c(c1)OCO2)C(=O)NC1CCCCC1
→ -4	81	3	7	11	-2	105	0.4	3
> CNS(=O)(=O)c1ccc(NC(=O)c2cc(-c3ccncc3)nc3ccc(Cl)cc23)cc1
→ -2	94	1	7	15	-48	95	2.6	4
> COc1ccc(/C(C)=N/NC(=O)CNC(=O)c2ccncc2)cc1
→ 6	105	1	4	18	4	98	-0.3	5
> Cc1ccc(S(=O)(=O)Nc2nc3ccccc3nc2NCC2CCCO2)cc1 (centres undefined)
→ -2	89	0	1	14	-1	95	-3.8	6
> COc1ccccc1Nc1ncc(C(=O)N2CCC(C(N)=O)CC2)c2ccccc12
→ 1	97	0	1	7	-3	88	·	2
> COc1cc(NC(=O)c2ccc(Cl)cc2Cl)ccc1-c1cc2ccccc2oc1=O
→ 1	105	0	8	1	-5	108	-3.1	-1
> CCN(CC)S(=O)(=O)c1cccc(C(=O)N[C@H](C(=O)NC2=NCCS2)C(C)C)c1
→ 5	100	0	·	3	·	99	·	·
> O=C(CCCCC(=O)NCc1cccs1)NCc1cccs1
→ 7	106	1	2	6	0	101	-0.7	5
> COCC(N)(c1ccccc1)c1nc2ccccc2n1C (centres undefined)
→ 4	92	1	9	-4	-2	107	1.2	-3
> Cc1ccc(NC(=O)CN(C)C2CCCCC2)cc1Cl
→ ·	105	0	·	-7	·	110	2.3	·
> CCOc1cc(N2CCOCC2)c(OCC)cc1NC(=O)CN1CCSC1=O
→ 4	104	0	5	-18	·	101	·	-4
> Cc1ccc(NC(=O)c2ccc(NS(=O)(=O)c3c(C)noc3C)cc2)cc1C
→ 0	99	10	-1	-83	-2	104	-0.2	3
> C=CCn1cnc2c(nnn2Cc2ccc(F)cc2)c1=O
→ 3	88	0	5	5	-1	100	0.7	4
> Cc1ccc(C)c(SCC(=O)NC(=O)Nc2ccc3c(c2)OCCO3)c1
→ 7	97	0	-3	10	3	92	-1.9	1
> CN(C)S(=O)(=O)c1cccc(COC(=O)c2ccc3c(c2)OCO3)c1
→ -2	94	0	-5	9	3	99	1.8	-7
> Cc1ccc(N/C=C/C(=O)c2cccs2)cc1
→ -2	92	0	7	-10	2	100	-1.6	5
> CN(CC(=O)Nc1nc2ccc(F)cc2s1)S(=O)(=O)c1ccc(Cl)cc1
→ 5	100	1	0	-17	3	105	0.5	3
> COc1cc(-c2ccc3c(=O)c4ccccc4n(C)c3c2)cc(OC)c1OC
→ 0	70	2	5	3	-7	84	0.1	6
> COc1cccc(-n2cnc3sc4c(c3c2=O)CCC4)c1
→ 0	104	2	2	5	1	97	-0.4	-1
> O=C(O)[C@H](CO)Nc1ncnc2sc3c(c12)CCC3
→ 3	101	2	1	10	0	96	-2.9	-4
> O=C(c1cccs1)N1CCC(Cc2ccccc2)CC1
→ -8	86	2	8	-22	4	90	0.1	4
> CN(C)C(=O)COC(=O)c1ccccc1Sc1ccccc1C#N
→ 3	111	1	-2	2	-2	114	-0.5	-2
> O=C(NC(=S)N1CCCC(O)C1)c1ccco1 (centres undefined)
→ 8	99	1	·	14	·	100	·	·
> O=C(/C=C/Nc1cccc(O)c1)c1ccccc1
→ 2	92	0	10	-7	2	95	0.0	16
> CCCC(=O)NNc1c2ccccc2nc2ccccc12
→ -2	92	·	10	11	0	92	-1.4	2
> Cc1cc(C)n(CCNC(=O)c2cc(COc3c(F)cccc3F)on2)n1
→ -4	98	1	3	2	5	94	0.1	7
> CCC(C)NC(=O)c1ccccc1NC(=O)CN(c1ccc(OC)cc1)S(C)(=O)=O (centres undefined)
→ 1	109	3	9	13	-2	106	-1.4	0
> COc1ccc(-c2nn(Cc3ccccc3)cc2C(=O)N2CCN(c3ncccn3)CC2)cc1
→ -5	99	0	-6	6	·	103	·	-5
> COc1ccc(NS(=O)(=O)c2ccc(O)c(NC(=O)c3cc4c(C)nn(-c5ccc(F)cc5)c4s3)c2)cc1
→ 5	90	1	-2	8	-23	97	1.0	7
> CCCOc1cccc(C(=O)N2CCN(C(=O)C3CCCO3)CC2)c1 (centres undefined)
→ 4	85	1	5	-1	6	87	3.6	7
> Cc1occc1C(=O)NNC(=O)Nc1ccc([N+](=O)[O-])cc1
→ 1	105	0	-8	1	1	104	0.1	-2
> O=C(O)c1cc2nc3c(c(C(F)(F)F)n2n1)CCCC3
→ -2	102	1	6	11	0	97	-1.9	10
> CCC1(C)NC(=O)N(CC(=O)Nc2sc3c(c2C(N)=O)CCC3)C1=O (centres undefined)
→ -1	102	0	19	-11	2	101	-2.5	11
> Cc1cc(NC(=O)CSc2ccnc(=O)[nH]2)no1
→ 2	100	0	0	-4	4	104	-0.6	7
> COc1cccc(C2Nc3ccccc3NC3=C2C(=O)CC(C)(C)C3)c1 (centres undefined)
→ -5	98	2	2	9	-1	99	-1.7	5
> COc1cc(OC)c(NC(=O)C2CC(=O)N(c3ccc4c(c3)OCCO4)C2)cc1Cl (centres undefined)
→ -4	103	1	-15	-7	3	110	0.3	-8
> Cc1nc2cccnc2nc1C
→ 5	97	2	-2	1	-1	96	2.4	2
> S=C(Nc1ccccc1)N1N=CCC1c1ccccc1 (centres undefined)
→ 8	98	3	21	10	-4	98	3.9	-6
> COc1cccc(-c2nc(SCC(=O)Nc3nc(-c4ccccc4)c(C)s3)[nH]c(=O)c2C#N)c1
→ 0	95	12	7	3	-17	100	-1.0	9
> COc1cc(C(=O)NC(=S)NNC(=O)c2cnccn2)cc(OC)c1OC
→ 5	89	3	15	1	7	65	-47*	6
> COc1cc(C2NCC(c3ccc(Cl)cc3Cl)c3c2[nH]c2ccccc32)cc(OC)c1OC (centres undefined)
→ 3	98	0	0	-5	-3	98	-0.1	3
> Cc1cc(C(=O)Nc2ccccc2)c2ccccc2n1
→ -6	106	0	-5	16	2	104	-3.5	0
> C=CCNc1nc(C(=O)OCC)nc2ccccc12
→ 6	107	0	-6	-1	0	102	-2.4	-4
> O=C(CCCCn1c(=S)[nH]c2ccsc2c1=O)NCc1ccco1
→ 8	94	5	0	-17	-4	99	-3.3	7
> COCCn1c(SCC(=O)Nc2ccc3c(c2)OCCO3)nnc1-c1c[nH]c2ccccc12
→ 7	93	0	-6	-5	-1	95	·	4
> COc1ccccc1N1C(=O)c2cccc3c(N(C)CCO)ccc(c23)C1=O
→ 172*	103	2	+	-16	3	98	4.0	183*
> COc1cc(OC)cc(C(=O)NCCc2ccc(OC)c(OC)c2)c1
→ 7	96	0	-2	23	1	111	0.4	-1
> Cc1ccc(C)c(N(C)C(=O)COc2cc(=O)n(C)c3ccccc23)c1
→ 2	104	0	5	-14	-1	105	-1.7	3

Some of the entries above, set out differently.
Structure	GLD-1 RNA inh	CIT2-GFP yeast	GRK2 inh	MCL1 BIM primary	VLA-4 inh	Fam108B counter	AGP1-GFP MLPCN	MEX-5 binding	Bcl-xL primary
COc1ccccc1N1C(=O)c2cccc3c(N(C)CCO)ccc(c23)C1=O	172*	103	2	+	-16	3	98	4.0	183*
COc1cc(OC)cc(C(=O)NCCc2ccc(OC)c(OC)c2)c1	7	96	0	-2	23	1	111	0.4	-1

Next part.
Below each SMILES – GLD-1 RNA inh	CIT2-GFP yeast	GRK2 inh	MCL1 BIM primary	VLA-4 inh	Fam108B counter	AGP1-GFP MLPCN	MEX-5 binding	Bcl-xL primary
> COc1ccc(COC(=O)C2=C(C)NC(=O)NC2c2ccccc2OC(C)C)cc1 (centres undefined)
→ -5	102	·	7	-2	6	98	2.5	3
> O=C(CN(Cc1ccccc1C(F)(F)F)C(=O)CNC(=O)c1ccco1)NC1CCCC1
→ 0	94	2	-3	21	5	101	0.8	0
> CCc1nn(-c2cc(Oc3ccccc3)nc(-c3ccccc3)n2)c(N)c1C#N
→ 6	109	0	3	12	2	101	-1.4	3
> CCCNC(=O)c1onc(CSc2ccc(F)c(F)c2)c1C(=O)NCCC
→ 6	67	0	12	14	-3	79	2.7	1
> COc1ccccc1N1CCN(c2nc3ccccc3nc2C(C#N)C(=O)OC(C)C)CC1 (centres undefined)
→ 3	92	6	-5	-31	6	97	0.1	0
> CC(=O)N1c2ccc(S(=O)(=O)N3CCC(C(=O)NCc4ccc(F)cc4)CC3)cc2CC1C (centres undefined)
→ -6	111	1	-1	19	-1	109	-0.5	4
> Cc1c(CCO)c(=O)n(-c2ccccc2)n1S(=O)(=O)c1ccc([N+](=O)[O-])cc1
→ 11	94	2	4	3	-1	95	-1.8	9
> COc1cc(C(=O)OCC(=O)Nc2ccc(C)cc2)cc(OC)c1OC
→ -3	99	2	4	4	5	98	-1.6	-1
> Cc1ccc(NC2CCCN(C(=O)CCCN3CCCCC3=O)C2)cc1C (centres undefined)
→ -1	95	0	1	-7	-1	94	-2.4	5
> COC(=O)c1cccc(-c2noc(-c3ccccc3F)n2)c1
→ -9	88	3	-8	0	·	94	·	-8
> COc1cc(C(=O)OCCc2c(C)nc3nc[nH]n3c2=O)cc(OC)c1OC
→ 1	86	0	-4	0	1	96	1.1	4
> Clc1ccc(Cn2cc(/C=N/n3cnnc3)c3ccccc32)c(Cl)c1
→ 1	99	0	4	16	2	100	1.5	5
> C/C(=N\OCC(=O)OCC(=O)NC(=O)c1ccccc1)c1ccc2c(c1)OCO2
→ 6	101	0	-1	2	-3	103	0.7	-1
> CCN1CCCC1CN(Cc1cc2ccc(C)cc2[nH]c1=O)C(=S)Nc1ccc(OC)cc1OC (centres undefined)
→ 1	101	0	29	-1	4	101	-1.5	5
> CC(=O)NC(C)C12CC3CC(CC(C(=O)O)(C3)C1)C2 (centres undefined)
→ 7	96	3	5	10	1	101	-2.3	4
> O=C(NCC(=O)N(c1ccccc1)C(C(=O)NCC1CCCO1)c1ccccc1)c1cccs1 (centres undefined)
→ -9	100	4	-1	-5	0	106	0.4	5
> Cc1c(NC(=O)CSc2nnc(-c3ccco3)n2-c2ccccc2)c(=O)n(-c2ccccc2)n1C
→ -1	92	0	-4	3	-2	·	0.0	-3
